TDP2 absorb: human TDP2 enzyme inhibitors, primary screen, biochemical, epi absorbance, recombinant enzyme; 0.34% of 370,000 active; Tyrosyl-DNA phosphodiesterase 2 (Homo sapiens), O95551; T5PNP hydrolysis, p-nitrophenol absorbance 415 nm; inhibition, % at 12.8 µM;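 active means inhibition above the mean of all tested compounds plus 3 SD, set per campaign, cut at about 25% in these data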;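 further: 0% = DMSO with enzyme and 100% = buffer with substrate but no TDP2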
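Incubation: 2 h at 37 °C; Test system: recombinant human TDP2; Quantity: enzyme 120 nM; Read-out basis: percent inhibition; Medium: 50 mM Tris-HCl pH 7.5 with Mg2+, KCl, DTT, BSA; Repeats: single replicate; Compound: 12.8 µM single point, 1% DMSO; Signal: epi absorbance; Reagent: 5 mM T5PNP chromogenic substrate; Benchmarks: no-enzyme high, DMSO-plus-enzyme low.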
ADAM17 inh: ADAM17 inhibitors, primary screen, biochemical, QFRET; Disintegrin and metalloproteinase domain-containing protein 17 (Homo sapiens), P78536; recombinant ADAM17, EDANS/DABCYL FRET peptide cleavage; inhibition, % at 6.95 µM; 0.83% of 370,000 active;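 active means inhibition above the mean of compounds lying between control limits plus 3 SD, set per campaign, cut at about 8.5% in these data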;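 further: 0% = DMSO-only wells as the low control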
ARFGAP1 inh: inhibitors of rat ARFGAP1 GAP activity, primary screen, biochemical, fluorescence polarization, GDP tracer. 0.26% of 360,000 active. Arfgap1-stimulated ARF1 GTP hydrolysis, GDP FP detection. ADP-ribosylation factor GTPase-activating protein 1 (Rattus norvegicus), Q62848. inhibition, % at 16.5 µM. AID 651572, 2012;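 active means inhibition above a per-plate limit, mean inhibition of low control wells plus 3 SD, cut at about 25% in these data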;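 further: 0% = DMSO wells with enzyme and 100% = wells lacking Arfgap1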
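Replicates: Single well per compound | Assay system: Truncated rat Arfgap1 GAP domain | Control set: No-Arfgap1 wells (100%) versus DMSO full-reaction wells (0%) | Times: Enzyme reaction 120 min at 25 °C after 20 min preincubation | Reagent: Human ARF1(Δ1-17)-GTP substrate | Measured by: Tracer-displacement fluorescence polarization with EDTA stop, 620/688 nm | Measure: Percent inhibition of Arfgap1-stimulated GTP hydrolysis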
PLC-gamma1 inh: PLC-gamma1 enzyme inhibitors, primary screen, biochemical, fluorescence, purified enzyme; 1-phosphatidylinositol 4,5-bisphosphate phosphodiesterase gamma-1 (Homo sapiens), P19174; 0.84% of 370,000 active; inhibition, % at 12.2 µM; fluorogenic substrate; in the data active means inhibition above about 9.5%
Target sequence (P19174 whole entry, looked up): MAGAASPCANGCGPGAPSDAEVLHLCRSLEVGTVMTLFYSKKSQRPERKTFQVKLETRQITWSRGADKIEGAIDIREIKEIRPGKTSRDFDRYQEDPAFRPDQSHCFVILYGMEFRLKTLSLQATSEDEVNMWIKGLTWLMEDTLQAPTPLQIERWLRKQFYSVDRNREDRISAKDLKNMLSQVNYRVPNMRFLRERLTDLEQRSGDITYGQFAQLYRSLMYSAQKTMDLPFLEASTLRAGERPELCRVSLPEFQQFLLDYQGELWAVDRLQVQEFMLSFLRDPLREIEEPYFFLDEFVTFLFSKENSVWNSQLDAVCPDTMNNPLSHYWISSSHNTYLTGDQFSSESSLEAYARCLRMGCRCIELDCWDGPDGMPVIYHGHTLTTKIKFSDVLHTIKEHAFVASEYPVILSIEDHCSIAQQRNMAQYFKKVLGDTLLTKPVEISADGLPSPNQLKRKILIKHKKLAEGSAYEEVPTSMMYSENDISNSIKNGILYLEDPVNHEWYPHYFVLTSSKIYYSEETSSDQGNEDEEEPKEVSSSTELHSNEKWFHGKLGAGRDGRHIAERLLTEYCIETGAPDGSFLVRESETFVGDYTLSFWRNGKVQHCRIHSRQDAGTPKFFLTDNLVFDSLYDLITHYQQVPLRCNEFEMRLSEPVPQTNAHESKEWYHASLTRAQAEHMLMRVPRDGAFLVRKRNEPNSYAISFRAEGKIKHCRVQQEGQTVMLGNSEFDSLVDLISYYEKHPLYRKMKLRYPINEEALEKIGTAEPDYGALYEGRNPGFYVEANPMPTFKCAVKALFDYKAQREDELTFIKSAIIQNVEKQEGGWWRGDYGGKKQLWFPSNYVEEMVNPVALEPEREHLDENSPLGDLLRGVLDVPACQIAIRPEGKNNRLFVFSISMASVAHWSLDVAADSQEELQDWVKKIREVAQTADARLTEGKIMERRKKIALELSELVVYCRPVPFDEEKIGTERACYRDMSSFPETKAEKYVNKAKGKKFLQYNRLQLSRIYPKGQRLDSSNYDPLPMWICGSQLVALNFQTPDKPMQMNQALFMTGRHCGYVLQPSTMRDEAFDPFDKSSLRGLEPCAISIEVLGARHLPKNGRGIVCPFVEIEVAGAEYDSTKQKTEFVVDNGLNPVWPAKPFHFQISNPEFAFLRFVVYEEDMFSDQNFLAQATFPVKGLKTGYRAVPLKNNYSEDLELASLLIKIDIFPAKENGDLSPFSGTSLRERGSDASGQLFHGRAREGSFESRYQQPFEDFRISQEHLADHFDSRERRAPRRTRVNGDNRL
SIAE primary: human SIAE inhibitors, primary screen, biochemical, fluorescence polarization, FP-Rh probe, 1536-well HTS; Sialate O-acetylesterase (Homo sapiens), Q9HAT2; SIAE FP-Rh probe binding; inhibition, % at 9.66 µM; 0.69% of 370,000 active;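 active means inhibition above a cutoff: mean of compounds within the control limits plus 3 SD of those, cut at about 17% in these data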;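 further: 0% = plate median of compound wells and 100% = probe without SIAE protein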
DDE Tn7 FP inh: inhibitors of Tn7 peptide binding to fibrin DD(E), primary screen, biochemical, fluorescence polarization, human fibrin, Tn7 probe; Fibrinogen beta chain (Homo sapiens), P02675; FP displacement of FITC-Tn7 peptide from fibrin DD(E); 0% = median of compound wells per plate; inhibition, % at 8.3 µM; 0.13% of 370,000 active;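 active means inhibition above the mean of compounds falling within the control limits plus 3 SD of them, cut at about 14% in these data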;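 further: 0% = plate median of compound wells and 100% = 10 µM Aha-Tn7 peptide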
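Assay system: Fibrin-DD(E) protein isolated from polymerized human fibrin clots; read-out basis: percent inhibition; medium: Tris/NaCl/CaCl2 buffer, pH 7.8; signal: FP measurement; incubation: 10 min plus 3 h, room temperature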
PLC-beta3 inh: human PLC-beta3 inhibitors, primary screen, biochemical, fluorescence; inhibition, % at 12.2 µM; AID 720704, 2013; 0.18% of 370,000 active; Purified PLC-beta3, fluorogenic substrate; 1-phosphatidylinositol 4,5-bisphosphate phosphodiesterase beta-3 (Homo sapiens), Q01970; in the data active means inhibition above about 11%;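 further: 0% = median of compound wells on plate and 100% = full blocker control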
ADAM10 inh: human ADAM10 inhibitors, primary screen, biochemical, QFRET, HTS. Disintegrin and metalloproteinase domain-containing protein 10 (Homo sapiens), O14672. 0.62% of 370,000 active. recombinant ADAM10, EDANS/DABCYL FRET peptide cleavage, 3 h. inhibition, % at 7 µM;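 active means inhibition above a per-campaign cutoff equal to the mean of compounds falling between control-based bounds plus 3 SD, cut at about 20% in these data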;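 further: 0% = DMSO wells while the 100% control is not disclosed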
DDE Tn6 FP inh: inhibitors of Tn6 peptide binding to fibrin DD(E), primary screen, biochemical, fluorescence polarization, human fibrin, Tn6 probe | 0.21% of 370,000 active | Fibrin DD(E) TRITC-Tn6 fluorescence polarization displacement | Fibrinogen beta chain (Homo sapiens), P02675 | inhibition, % at 8.3 µM;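 active means inhibition above a per-campaign cutoff: mean of compounds within control limits plus 3 SD, cut at about 15% in these data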;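 further: 0% = median of all compound wells on the plate and 100% = blocking peptide control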
ASAP1 inh: inhibitors of human ASAP1 ArfGAP activity, primary screen, biochemical, fluorescence polarization; Arf-GAP with SH3 domain, ANK repeat and PH domain-containing protein 1 (Homo sapiens), …; ASAP1-stimulated ARF1 GTP hydrolysis, GDP FP detection; inhibition, % at 16.5 µM; 0.19% of 360,000 active; AID 624377, 2012; in the data active means inhibition above about 25%;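 further: 0% = vehicle with enzyme and substrate and 100% = no enzyme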
An asterisk follows results filed as active; . = not tested or not shown. A portion of the library (hit frequency here may not be typical).

SMILES	TDP2 absorb	ADAM17 inh	ARFGAP1 inh	PLC-gamma1 inh	SIAE primary	DDE Tn7 FP inh	PLC-beta3 inh	ADAM10 inh	DDE Tn6 FP inh	ASAP1 inh
CC1=C(C(=O)N2CCC3(CC2)OCCO3)C2(CCC(C)CC2)OC1=O (stereo not drawn)	2.7	-1.1	1.8	0.8	-4.6	-8.6	6.9	4.5	11.1	8.5
O=[N+]([O-])c1cccc(O)c1	0.2	-0.4	3.7	-0.5	-6.2	-0.1	2.8	-8.2	3.4	7.8
Cn1c(C(=O)N2CCC(C(=O)N3CCC4(CC3)OCCO4)CC2)cc2sccc21	-4.3	-4.5	-3.7	0.3	-0.3	-0.1	-2.0	3.3	7.2	-1.7
CC(=O)OC1CCC2(C)C(=CC(=O)C3C2CCC2(C)C(OC(C)=O)CCC32)C1 (stereo not drawn)	2.3	-1.4	-9.0	2.7	-5.0	2.0	2.3	-8.3	4.4	9.0
COC(=O)C1=C(c2c(C)noc2C)C[C@@H]2CC[C@H]1N2C(=O)NCc1ccc(F)cc1	11.1	-3.9	0.3	-3.0	-0.3	-3.0	-3.7	-4.6	-1.3	1.4
CCOP(=S)(OCC)N1CC1	-3.6	-4.7	-2.2	-3.3	2.5	6.2	0.7	-5.3	4.8	2.0
N[C@@H](Cc1c[nH]c2ccccc12)c1nnc(SCc2ccccc2F)o1	-2.9	5.6	2.4	-5.1	11.4	-6.1	-7.8	-2.6	0.8	-6.3
Cc1ccc(-c2nc(N(C)C3CCN(C)CC3)c3ccccc3n2)cc1	-8.5	-4.0	-7.8	-14.1	6.6	1.3	-19.3	-8.8	-1.7	-3.6
C[C@@]1([C@@H](NP(=O)(c2ccccc2)c2ccccc2)c2ccccc2)C[C@H]1CCO	2.8	-3.0	6.4	-0.6	-2.0	2.0	0.3	0.4	6.4	0.5
CC(C(=O)Nc1ccc(Br)cc1C(=O)c1ccccc1)N1CCOCC1 (stereo not drawn)	2.2	-1.7	11.6	1.4	-1.1	0.6	4.2	4.7	0.5	-1.6
O=C1NC(=O)N(Cc2ccco2)C(=O)/C1=C\c1cccn1CCOc1ccc(Cl)cc1	15.7	0.7	-6.4	-0.4	-6.6	-1.6	-9.2	-4.8	-5.6	-12.6
O=S1(=O)N(Cc2ccc(F)cc2)CCCN1Cc1ccccc1Cl	1.7	-0.7	-5.3	3.5	-6.0	-3.1	-5.0	4.0	-2.5	-1.7
C[C@]12CC(=O)CC1CCC1C2CC[C@@]2(C)C1CC[C@@H]2O (stereo partly drawn)	19.4	-3.5	-5.8	3.4	6.5	-1.2	-7.2	-1.7	-2.3	7.6
CN1CCc2cc(O)cc3c2[C@H]1Cc1ccc(O)c(O)c1-3	14.2	-20.2	0.8	-47.7	12.4	1.8	-50.8	-54.4	-5.2	-10.8
COc1ccc(C(c2nnnn2-c2ccc3c(c2)OCCO3)N2CCC(n3c(=O)[nH]c4ccccc43)CC2)cc1 (stereo not drawn)	0.0	6.0	2.6	0.8	-9.5	2.1	2.3	16.3	-8.8	1.4
O=[N+]([O-])c1ccc(C(=Nc2ccccc2)N2CC2)cc1	-3.2	2.5	7.5	3.9	-1.3	-5.8	2.6	3.5	0.3	11.0
C=CCN1C(=O)C2(C(C(=O)OCC)=C(N)Oc3c2c(=O)oc2ccccc32)c2ccccc21 (stereo not drawn)	1.8	-1.1	9.2	1.4	-3.0	-0.3	0.0	4.9	2.6	-25.9
Nc1ccc(-c2ccccc2)cc1	-2.5	-0.4	0.8	0.5	3.5	0.0	-2.0	-6.5	6.3	-9.0
C=CCn1c(O)c(/C=N/N2CCCCC2c2cccnc2)c(=O)[nH]c1=S (stereo not drawn)	12.1	0.1	-8.6	4.6	-16.6	2.9	5.2	7.9	4.0	-18.9
CCOc1ccc(Cc2c(O)[nH]c(=O)[nH]c2=O)cc1	-7.6	-3.2	-11.9	-1.9	-2.1	-2.2	1.1	-9.5	4.8	-4.5
O=C1NC(=O)C(C(CC(=O)c2ccccc2)c2ccccc2)C(=O)N1 (stereo not drawn)	-2.4	-2.9	-5.9	-0.3	-6.9	-1.0	-6.5	0.8	7.9	-5.4
CN(C)CCN=Cc1c(O)n(CCC2=CCCCC2)c(=O)[nH]c1=O	-4.8	0.2	8.0	1.4	-1.3	-0.8	3.0	6.6	-1.6	3.6
COC(=O)c1c(C)n(Cc2ccccc2)c2ccc(O)cc12	7.5	-2.9	-2.1	-1.8	3.1	0.5	-3.8	-5.8	-1.1	-9.7
COc1ccc(NC2=NCC(C)S2)cc1 (stereo not drawn)	3.0	-1.8	-2.3	2.3	0.8	7.3	1.4	-0.3	8.2	-0.1
FC(F)(F)c1ccc(CNCCc2c[nH]c3ccccc23)cc1	-8.6	-2.8	3.5	1.6	-3.7	8.8	-9.5	-2.4	-4.6	-5.9
O=C(/C=C/c1ccc(Br)cc1)NC(=S)N1C[C@H]2C[C@H](C1)c1cccc(=O)n1C2	6.9	-0.1	-3.0	1.6	-3.4	3.5	3.0	-14.9	4.4	9.2
Cc1[nH]c2ccccc2c1C(=O)CN1CC=C(c2ccccc2)CC1	-2.2	-1.9	0.7	-9.0	-3.4	-6.7	-6.7	-10.4	-3.9	-4.2
C=CCC1C(=O)NC(=S)NC1=O	-1.4	-3.9	9.1	0.2	-1.4	7.6	-1.0	-8.4	-6.0	9.1
CCC(C)C12CN3CCN(CC(C)(C3)C1O)C2 (stereo not drawn)	-16.6	4.7	6.5	0.8	2.2	0.3	-5.7	2.3	-0.7	4.0
O=P(N1CCCCC1)(N1CCCCC1)C(Cl)(Cl)Cl	-12.7	2.7	-11.7	5.2	0.9	-6.2	2.7	8.0	2.2	9.4
CCOC(=O)Cn1cc(C=C2C(=O)N(C)C(=O)N(C)C2=O)c2ccccc21	-12.2	0.3	0.5	2.7	-14.7	-2.7	-4.5	2.6	-4.7	5.1
CCC(=NCCc1c[nH]c2ccccc12)c1c(O)n(-c2ccc(C)cc2)c(=O)[nH]c1=O	2.1	-0.2	2.9	2.9	-3.4	-1.8	-1.5	3.6	-6.2	0.8
COP(=O)(C(=O)Nc1ccccc1)C(CC(C)C)NC(=O)OCc1ccccc1 (stereo not drawn)	9.6	-0.9	.	2.2	-2.6	4.2	2.1	11.1	-1.4	.
CC(=NCc1ccc2c(c1)OCO2)c1c(O)[nH]c(=O)[nH]c1=O	-0.9	-0.8	-1.5	-1.1	-0.7	-3.4	-0.4	-2.9	0.5	9.4
COc1c(C)cc(C(=O)C2CCCN(Cc3ccccn3)C2)cc1C (stereo not drawn)	6.2	-2.2	1.4	-0.9	4.3	-1.6	-2.6	-0.6	2.8	-2.3
C[C@H]1CNCCN1c1ccc(N2CC[C@@H](O)C2)c(C#N)c1	4.2	-12.2	-1.9	-22.6	14.8	-1.2	-24.5	-49.4	0.6	-0.2
C[C@]12C[C@@H](O)[C@H](O)CC1=CCC1C2CC[C@]2(C)C(=O)CCC12 (stereo partly drawn)	7.2	-1.1	-12.7	-0.6	0.9	9.8	2.4	-14.4	-7.7	2.2
COCCNC(=O)Cn1cc(C(=O)c2ccccc2F)c2ccccc21	4.5	-1.4	2.7	-2.9	0.4	7.3	-4.1	9.4	-0.3	0.9
CC(C)C/C(=N/O)c1cn(C)c2ccccc12	5.3	0.0	0.8	0.9	2.2	3.4	0.6	-4.5	1.4	7.2
CCCOc1ccc(C(=O)NC(=S)N2C[C@H]3C[C@H](C2)c2cccc(=O)n2C3)cc1	-8.0	0.2	8.6	0.3	0.1	8.5	0.4	-8.1	-0.8	-7.9
O=P(O)(O)Oc1ccccc1P(=O)(c1ccccc1)c1ccccc1	-10.1	1.1	3.2	2.5	-2.5	-2.2	-0.8	3.9	-3.1	0.1
COC(=O)C1=C(c2ccc(S(C)(=O)=O)cc2)C[C@@H]2CC[C@H]1N2C(=O)NCCO	-2.2	-4.8	11.2	5.0	-7.4	1.8	2.7	5.2	-3.1	-2.3
O=C(COc1ccccc1)Nc1ccc(Cl)cc1C(=O)c1ccccc1	-1.1	-0.2	9.0	0.3	-6.0	-7.6	3.0	-5.8	3.1	0.8
CC(C)(C)n1nnnc1C(c1cccc2ccccc12)N1CCC2(CC1)C(=O)NCN2c1ccccc1 (stereo not drawn)	15.5	-1.8	-11.6	1.1	3.8	7.0	0.7	-3.1	5.6	-4.4
COc1ccc(S(=O)(=O)NC(CC(=O)N2CCC3(CC2)OCCO3)C(C)C)cc1 (stereo not drawn)	7.0	-0.7	-3.6	1.6	-4.3	0.0	-0.3	3.6	-3.0	-6.7
O=C1C2CCN(CC2)C1Cc1ccc(OCc2ccccc2)cc1 (stereo not drawn)	-15.9	0.8	-15.6	4.5	6.7	10.1	0.2	6.0	-1.5	1.8

Two compounds from above, showing only DDE Tn7 FP inh:
mol | DDE Tn7 FP inh
CC(C)(C)n1nnnc1C(c1cccc2ccccc12)N1CCC2(CC1)C(=O)NCN2c1ccccc1 (stereo not drawn) | 7.0
C[C@H]1CNCCN1c1ccc(N2CC[C@@H](O)C2)c(C#N)c1 | -1.2

Source: PubChem BioAssay (The Scripps Research Institute Molecular Screening Center)
